# Compound activity (PubChem BioAssay)
# TRAIL sens C8: caspase-8 TRAIL sensitization | 360,000 tested, 1% active | NB7+C8 cells + TRAIL, ATPlite viability luminescence | inhibition (viability loss, TRAIL sensitization), % at 10 µM;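 active means compounds causing at least 50% loss of cell viability in the single-dose screen, relative to plate controls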
# COUP-TFII inh: blocks human COUP-TFII nuclear receptor. P24468. HEK293T NGFI-A luciferase reporter, luminescence. inhibition, % at 8.6 µM. 370,000 tested, 0.7% active;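 active means inhibition above a per-plate cutoff, mean inhibition of test wells between control levels plus 3 SD, cut at about 38% in these data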;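 further: cells cotransfected with COUP-TFII expression vector driving the NGFI-A reporter; 0% = median of COUP-TF2 test wells and 100% = reporter-only cells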
# Target sequence (P24468 whole entry, looked up): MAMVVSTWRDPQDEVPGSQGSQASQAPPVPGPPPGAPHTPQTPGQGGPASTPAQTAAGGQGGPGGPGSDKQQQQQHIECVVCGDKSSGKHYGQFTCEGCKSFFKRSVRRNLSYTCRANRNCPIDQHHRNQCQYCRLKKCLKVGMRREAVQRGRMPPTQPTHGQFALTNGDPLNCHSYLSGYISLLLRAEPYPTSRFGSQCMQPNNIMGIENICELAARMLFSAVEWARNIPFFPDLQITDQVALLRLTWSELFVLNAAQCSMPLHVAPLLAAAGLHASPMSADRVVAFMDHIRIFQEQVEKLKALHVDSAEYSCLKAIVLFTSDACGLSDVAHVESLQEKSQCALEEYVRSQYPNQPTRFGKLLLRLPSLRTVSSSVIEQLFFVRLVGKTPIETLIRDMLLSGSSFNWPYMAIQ
# LRH-1 inv ag: NR5A2 inverse agonism in reporter assay; O00482; HEK293T StAR-luciferase reporter, LRH-1 transfected, 24 h; inhibition, % at 3.6 µM; 360,000 tested, 0.13% active;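 active means inhibition above the mean inhibition of all tested compounds plus 3 SD, cut at about 73% in these data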;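 further: 0% = DMSO wells and 100% = reporter-only cells lacking LRH-1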
# Target sequence (O00482 whole entry, looked up): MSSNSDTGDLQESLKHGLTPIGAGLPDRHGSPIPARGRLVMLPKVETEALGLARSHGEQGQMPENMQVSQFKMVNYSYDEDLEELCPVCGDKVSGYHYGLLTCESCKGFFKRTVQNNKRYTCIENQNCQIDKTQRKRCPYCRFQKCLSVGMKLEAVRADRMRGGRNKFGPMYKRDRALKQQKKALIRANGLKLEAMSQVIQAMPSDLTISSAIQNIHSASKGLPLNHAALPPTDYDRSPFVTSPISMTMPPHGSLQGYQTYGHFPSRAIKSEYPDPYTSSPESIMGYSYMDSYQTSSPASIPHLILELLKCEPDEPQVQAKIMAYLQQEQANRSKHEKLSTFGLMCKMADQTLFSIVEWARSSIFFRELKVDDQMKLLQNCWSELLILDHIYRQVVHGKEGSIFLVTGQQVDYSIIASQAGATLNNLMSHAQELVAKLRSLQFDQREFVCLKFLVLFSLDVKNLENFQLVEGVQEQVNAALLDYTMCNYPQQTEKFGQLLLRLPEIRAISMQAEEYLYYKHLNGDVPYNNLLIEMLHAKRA
# KKLEB cytotox: counter-screen for CF NF-kB inhibitors: cytotoxicity; KKLEB CF airway cells viability, ATPlite luminescence, overnight; active compounds read low; cells stimulated with P. aeruginosa culture filtrate; activity change (cytotoxicity), % at 5 µM; 360,000 tested, 0.36% active;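 active means corrected activity change at or below -50% at 5 µM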
# TROY signal inh: inhibitors of TROY-dependent NF-kB signaling | inhibition, % at 10 µM | 360,000 tested, 0.98% active | Q293 LMP1-TROYcd NF-kB luciferase reporter, 4 h;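 active means compounds whose plate-normalised and pattern-corrected inhibition of the luciferase reporter signal at the single screening dose is 50% or more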
# NCOA1 inh: inhibits human SRC1 coactivator | Q15788 | HEK293 GAL4-SRC1 luciferase reporter, luminescence | inhibition, % at 3.6 µM | 360,000 tested, 0.12% active | AID 588354;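 active means inhibition above the campaign mean plus 3 SD, with each screening campaign given its own cutoff, cut at about 60% in these data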;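 further: 0% = DMSO treated cells and 100% = gossypol at 36 µM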
# TWEAK Fn14 block: blocks TWEAK-Fn14 interaction in a reporter cell assay. 360,000 tested, 2% active. inhibition, % at 10 µM. TWEAK-stimulated Fn14 reporter cells, luciferase luminescence, 8 h. AID 1159606; in the data active means inhibition above about 50%
# LMP1 NFkB inh: inhibitors of Epstein-Barr LMP1-induced NF-kappaB reporter; LMP1-induced NF-kappaB luciferase reporter cells, luminescence; inhibition, % at 12.5 µM; 350,000 tested, 0.69% active; AID 504558; in the data active means inhibition above about 41%;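 further: 0% = neutral control wells and 100% = reference inhibitor control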
# NCOA2 inhibitor: inhibits human steroid receptor coactivator 2; 370,000 tested, 0.17% active; HEK293 GAL4-SRC2 luciferase reporter, luminescence; inhibition, % at 9 µM;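 active means inhibition above the mean inhibition of all tested compounds plus 3 SD, set per campaign, cut at about 52% in these data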;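 further: 0% = DMSO treated cells and 100% = cells given Gossypol at 36 µM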
# CF NFkB inh: cystic fibrosis NF-kB activation inhibition; KKLEB NF-kB-GFP reporter, PAF-induced, GFP fluorescence overnight; inhibition, % at 5 µM; 360,000 tested, 0.86% active; AID 588850;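 active means at least 50% inhibition at 5 µM, scaled per plate between neutral and stimulator controls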;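 further: PAF is a Pseudomonas aeruginosa culture filtrate used as stimulus; plate controls were PAF-stimulated DMSO wells for no effect and unstimulated DMSO wells for full effect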
# NCOA3 inh: inhibitors of human steroid receptor coactivator 3 (SRC3) | AID 588352 | Q9Y6Q9 | inhibition, % at 3.6 µM | HEK293 GAL4-SRC3 luciferase reporter, luminescence | 360,000 tested, 0.17% active;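 active means inhibition above a per-campaign cutoff, the mean of all compounds plus 3 SD, cut at about 60% in these data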;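 further: 0% = DMSO-treated cells and 100% = gossypol-treated cells at 36 µM; higher means less SRC3-driven luciferase light from the GAL4 reporter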
# The depositor's hits bear a star; nt = not tested or not shown.
SMILES,TRAIL sens C8,COUP-TFII inh,LRH-1 inv ag,KKLEB cytotox,TROY signal inh,NCOA1 inh,TWEAK Fn14 block,LMP1 NFkB inh,NCOA2 inhibitor,CF NFkB inh,NCOA3 inh
C=CCOC(=O)C1=C[C@@H](c2cn(C(C)=O)c3ccccc23)C[C@@H](OCc2ccc(CO)cc2)O1,9,-4,5,-10,-4,1,-28,-7,19,-10,5
Cc1cccc(NC(=O)C2CCCN(c3nc(C)cc(C)n3)C2)c1 (stereo unspecified),21,nt,15,7,-24,8,1,-9,nt,14,14
CSc1ncccc1C(=O)Nc1cccc(S(=O)(=O)N2CCCCC2)c1,-3,12,-22,-11,15,-1,2,-8,10,23,10
CCn1cc(C(=O)OCC(=O)Nc2ccc(S(=O)(=O)N3CCCC3)cc2)c(=O)c2ccc(C)nc21,1,-3,7,-12,19,1,17,-4,-1,17,13
COc1cc(/C=N/NC(=O)c2ccc(N(C)S(=O)(=O)c3ccccc3)cc2)cc(OC)c1OC,9,5,-3,-5,5,-8,32,-3,-12,-26,9
COc1ccc(-n2ncc3c2CC(C)(C)CC3NC(=O)CCc2c(C)noc2C)cc1 (stereo unspecified),4,-4,24,4,7,-20,-6,1,7,6,-2
O=C(/C=C/c1ccccc1Cl)OCC(=O)N1CCCC1,-10,-7,-9,17,-45,1,-16,4,9,-20,4
CCCCCCOc1ccc(NC(=O)CC2C(=O)N(CC)C(=S)N2Cc2ccco2)cc1 (stereo unspecified),2,22,9,-14,-17,-8,15,-4,-10,2,18
O=C(NCc1cccnc1)c1nnc(Cc2ccc(F)cc2)o1,0,-2,0,3,-2,-62,11,0,-12,-12,-9
COCCNC(=O)CSc1ccc(-c2nc3ccccc3[nH]2)cn1,-9,-36,-23,5,3,-1,-1,-12,-20,5,-3
Cc1onc(-c2ccccc2Cl)c1C(=O)Nc1nnc(C(C)C)s1,2,3,-12,13,-12,3,2,-14,-9,-24,-7
O=C(/C=C/c1cccc([N+](=O)[O-])c1)OCC(=O)N1CCN(C(=O)c2ccco2)CC1,21,-12,-4,-16,2,8,32,7,9,-7,5
CCN(CC)C(=O)c1sc(NC(=O)c2c(OC)cccc2OC)c(C#N)c1C,6,18,-45,19,7,-13,-12,5,2,-14,16
CCN(CC(=O)Nc1ccc2c(c1)OCCO2)c1nc(-c2cccnc2)nc2ccccc12,-5,18,13,0,20,-4,9,-6,-31,-2,8
Oc1ccc(/C=N/Nc2cc(N3CCCC3)nc(N3CCCC3)n2)cc1O,5,3,-21,6,-9,3,-19,-19,-23,-9,3
O=C(c1ccc(N2CCCC2=O)cc1)N1CCN(c2cccc(C(F)(F)F)c2)CC1,-12,12,-28,-6,3,1,-1,20,-1,18,-10
CC(=O)c1cccc(NC(=O)CCNC(=O)c2cccc(C)c2)c1,0,10,-1,-17,-10,0,-6,0,-18,-6,7
CN(C)c1nc(NCc2ccccc2)nc(N/N=C/c2ccc(Br)cc2)n1,9,2,13,3,2,6,-7,4,-21,3,2
CCc1cc(=O)oc2cc(OCC(=O)N3CCC[C@H]3C(=O)O)ccc12,-2,-15,-29,13,-6,4,6,2,3,1,3
COc1ccc(CC2(CO)CCN(Cc3cccc(OC)c3OC)CC2)cc1,-21,-23,-6,-3,-7,13,1,-8,-9,8,9
Cc1ccccc1OCC(=O)Nc1sc(C(=O)Nc2cccc(C)c2C)c(C)c1C#N,-4,nt,24,-9,-12,0,-5,-11,nt,5,-3
Cc1cccc(OCC(=O)O/N=C(\N)c2ccc(Cl)cc2)c1,-3,nt,-11,-3,-24,0,-14,-6,nt,4,-1
CCCNC(=O)C12CCC(C)(C(=O)C1Br)C2(C)C (stereo unspecified),1,-2,-7,3,-1,-2,5,3,-3,-16,2
C[C@H](CO)N1C[C@H](C)[C@@H](CN(C)S(=O)(=O)c2ccccc2)Oc2ccc(NC(=O)Nc3ccc(C(F)(F)F)cc3)cc2C1=O,23,6,3,-8,36,-2,61*,-6,22,24,4
CC(C)Nc1nnc(SC(C)C(=O)NCc2ccc3c(c2)OCO3)s1 (stereo unspecified),-14,-9,-8,0,4,-4,-19,7,3,-8,15
O=C(CSc1nnc(SCc2ccccc2)s1)N/N=C/C=C\c1ccco1,0,3,-7,3,-3,-7,-5,-7,-8,-9,8
O=C(O)Cc1ccc(NC(=O)c2ccc3c(c2)C(=O)N(CC2CCCO2)C3=O)cc1 (stereo unspecified),5,1,-15,10,9,-79,1,0,14,-10,10
O=c1oc2cc(Br)ccc2n1Cc1ccccc1,-6,-9,9,-9,-4,14,-14,6,-4,17,-24
CCCCSc1nnc(CNC(=O)C23CC4CC(CC(C4)C2)C3)n1Cc1ccccc1,5,28,-24,-9,3,1,-3,1,4,23,14
CC1(C)CC(=O)C([N+](=O)[O-])=C(NCCCC(=O)O)C1,2,-15,-5,-2,2,2,-9,-2,7,17,7
O=C(NCc1ccccc1)c1cc(-c2ccco2)on1,-3,-2,-46,-9,-41,-50,5,-13,-22,13,-29
CC(C)Cc1nc2oc3c(NCCCN4CCOCC4)ncnc3c2c2c1CCC2,17,6,-21,-15,6,-24,-54,-3,-3,17,-30
O=C(CSc1nnc(CNC(=O)c2ccccc2)o1)Nc1ccc2c(c1)OCO2,-20,-4,2,5,-4,-39,6,-4,22,-5,-21
O=C(Nc1ccc(C(=O)N2CCN(c3ccc(Cl)cc3)CC2)cc1)C1=CSCCO1,4,-7,12,-6,-2,12,-1,9,14,9,-13
Cc1ccc(C(O)c2ncc(-c3ccc4ccccc4c3)[nH]2)c(C)c1 (stereo unspecified),-10,8,-10,8,-3,-2,-17,nt,-30,2,-2
CC1CCCC(C)N1C(=O)COC(=O)c1ccc(F)c(S(=O)(=O)N2CCOCC2)c1 (stereo unspecified),13,10,13,14,6,-6,14,-1,2,-31,26
CNC(=O)c1ccc(Nc2nnc(C)c3ccccc23)cc1,2,-6,1,-1,-25,8,-4,1,-10,11,18
O=S(=O)(NCC(c1ccco1)N1CCc2ccccc21)c1ccccc1 (stereo unspecified),25,11,5,-4,12,-38,6,-3,-5,9,13
C#CCOCCOCCOCCNc1nc(N2CCN(C(=O)C([C@@H](C)CC)n3cc(C(N)Cc4ccc(O)cc4)nn3)CC2)nc(N2CCN(C(=O)[C@H](CCC(=O)O)n3cc(C(N)[C@H](C)CC)nn3)CC2)n1 (stereo partly specified),-3,-14,8,2,-10,-9,-1,0,-14,1,-9
CCOC(=O)N1CCN(CCC(=O)c2ccc(Cl)cc2)CC1,-4,1,2,-4,-5,-1,-9,2,-3,-2,7
O=C(CSc1nc2ncc(Cl)cc2[nH]1)c1ccc2c(c1)OCO2,-3,-3,-7,2,-60,-28,0,nt,23,10,-5
CC(C)Cn1c(NCCO)nc2ccccc21,0,-4,-10,-9,-30,13,7,8,13,3,-1
CCc1ccc(NC(=O)Cn2nc(C(F)(F)F)c3c2CCC3)cc1,2,8,-8,3,10,20,-4,1,-28,13,20
COc1ccc2c(c1)C(C)(Cc1ccc(C(=O)c3ccccc3)cc1)C(=O)N2 (stereo unspecified),-1,28,10,4,17,13,15,nt,-17,6,7
Cc1ccccc1N1CCN(C2CCCN(C(=O)c3ccsc3)C2)CC1 (stereo unspecified),-12,-13,8,-9,10,0,-4,2,-9,20,-6
Cc1ccsc1C(=O)NCc1ccc(F)cc1,28,3,-14,-10,-5,-2,23,2,2,10,-15
Cc1ccccc1Cc1c(C)nc2nc(SCC(=O)NCCCN3CCCCC3)nn2c1C,1,nt,5,-6,2,-1,28,-4,nt,11,6
N#C/C(=C\c1ccc(OCc2ccc(C(=O)O)cc2)cc1)C(=O)NCc1ccccc1,15,15,-5,3,8,13,-12,-1,10,-20,-21
COc1ccccc1NC(=O)N(Cc1cccs1)Cc1cc2cc3c(cc2[nH]c1=O)OCO3,-26,16,19,-12,18,5,67*,8,16,21,18
Fc1ccc(CNC(=S)Nc2ccccc2Cl)cc1,2,2,27,-3,-8,-13,-12,5,5,25,9
Cc1cnc(NC(=O)CSc2nnc3ncccn23)s1,5,-4,0,-1,-12,6,12,-14,7,-2,-11
COc1ccc(C2=Nc3ccccc3NC(=O)C2N(Cc2ccc(F)cc2)C(=O)c2ccco2)cc1 (stereo unspecified),-18,-13,-26,2,-10,-22,2,nt,-48,-6,-32
COc1ccc(C2=NN(CCC(=O)NCc3ccc4c(c3)OCO4)C(=O)CC2)cc1,14,-15,3,0,10,9,-10,0,11,-4,10
ClN=C1C=CC=CC1=NCl,0,nt,15,-4,-21,-3,21,nt,nt,-42,-6
CCC(C)NC(=O)C(NS(=O)(=O)c1ccc2c(c1)c(=O)n(C)c(=O)n2C)c1ccccc1 (stereo unspecified),-7,7,6,4,-8,9,12,-1,-24,4,-13
O=C(CC1SC(N2CCOCC2)=NC1=O)Nc1cccc(C(F)(F)F)c1 (stereo unspecified),-16,7,10,14,-2,5,-1,-3,-28,-20,0
CCCCC(=O)NC1(C(F)(F)F)C(=O)N(Cc2ccco2)C(C)=C1C(=O)OC (stereo unspecified),2,8,24,4,-26,10,-9,-1,2,5,1
Cc1ccc(Cn2ccc(NC(=O)c3noc4c3CCCCC4)n2)cc1,2,5,-16,9,-34,-48,-6,-18,-23,-30,-39
COc1ccc(CC(=O)Nc2ccc(F)c(S(=O)(=O)N3CCOCC3)c2)cc1,-3,-53,-1,1,12,11,0,-7,-9,-8,-3
CCOC(=O)Cc1csc(NC(=O)c2csc(C)c2)n1,-3,-2,-9,4,10,-4,-11,-6,-13,-5,1
# (list continues)
SMILES,TRAIL sens C8,COUP-TFII inh,LRH-1 inv ag,KKLEB cytotox,TROY signal inh,NCOA1 inh,TWEAK Fn14 block,LMP1 NFkB inh,NCOA2 inhibitor,CF NFkB inh,NCOA3 inh
CCC(CC)c1ncc[nH]1,-5,-7,3,4,-4,-2,18,10,9,10,-11
CC(=O)C[C@@H](O)CC(=O)[C@@H]1OC(=O)[C@H](C)CCCCc2ccccc21,-5,7,24,0,7,1,-5,-4,-17,-12,6
CCOC(=O)n1n[n+]([O-])c2ccccc21,-7,6,-7,-1,6,-7,8,20,5,-1,9
COc1cc(/C=N/Nc2cc(C)nc(N)n2)ccc1O,9,-22,3,4,-16,5,-11,1,-44,-20,-9
O=C(NCCN1CCN(c2ccccc2)CC1)c1ccc(NC(=O)C2CCCO2)cc1 (stereo unspecified),-8,13,15,0,3,-13,5,-12,-6,-6,-2

# Three entries drawn at random from those above, as already listed:
SMILES,TRAIL sens C8,COUP-TFII inh,LRH-1 inv ag,KKLEB cytotox,TROY signal inh,NCOA1 inh,TWEAK Fn14 block,LMP1 NFkB inh,NCOA2 inhibitor,CF NFkB inh,NCOA3 inh
O=C(CSc1nnc(CNC(=O)c2ccccc2)o1)Nc1ccc2c(c1)OCO2,-20,-4,2,5,-4,-39,6,-4,22,-5,-21
C=CCOC(=O)C1=C[C@@H](c2cn(C(C)=O)c3ccccc23)C[C@@H](OCc2ccc(CO)cc2)O1,9,-4,5,-10,-4,1,-28,-7,19,-10,5
Cc1cccc(OCC(=O)O/N=C(\N)c2ccc(Cl)cc2)c1,-3,nt,-11,-3,-24,0,-14,-6,nt,4,-1
